Assay outcomes as filed in PubChem BioAssay.
GRK2 inh – compounds blocking aptamer binding on GRK2 – biochemical, human GRK2, bead flow cytometry, HTS, primary screen. inhibition of aptamer binding, % at 10 µM. Beta-adrenergic receptor kinase 1 (Homo sapiens), P25098. actives 0.59% (n = 330,000). AID 488847, 2010. FAM-aptamer displacement from GRK2;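 active means inhibition of aptamer binding above 40%, roughly 3 SD of noise, on plates passing a quality check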;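 further: median bead fluorescence of bound FAM aptamer so fluorescent compounds give negative values; no value below 0 was filed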
VLA-4 inh – inhibition in human VLA-4 binding assay, primary screen, VLA-4 allosteric modulator project, MLPCN library, flow cytometry, VLA-4 expressing cells; actives 0.2% (n = 330,000); Integrin alpha-4 (Homo sapiens), P13612; AID 2557, 2010; ligand binding flow cytometry; inhibition, % (about 7 µM as worked out from the volumes in the protocol); in the data active means inhibition above about 50%
Target sequence (P13612 whole entry, looked up): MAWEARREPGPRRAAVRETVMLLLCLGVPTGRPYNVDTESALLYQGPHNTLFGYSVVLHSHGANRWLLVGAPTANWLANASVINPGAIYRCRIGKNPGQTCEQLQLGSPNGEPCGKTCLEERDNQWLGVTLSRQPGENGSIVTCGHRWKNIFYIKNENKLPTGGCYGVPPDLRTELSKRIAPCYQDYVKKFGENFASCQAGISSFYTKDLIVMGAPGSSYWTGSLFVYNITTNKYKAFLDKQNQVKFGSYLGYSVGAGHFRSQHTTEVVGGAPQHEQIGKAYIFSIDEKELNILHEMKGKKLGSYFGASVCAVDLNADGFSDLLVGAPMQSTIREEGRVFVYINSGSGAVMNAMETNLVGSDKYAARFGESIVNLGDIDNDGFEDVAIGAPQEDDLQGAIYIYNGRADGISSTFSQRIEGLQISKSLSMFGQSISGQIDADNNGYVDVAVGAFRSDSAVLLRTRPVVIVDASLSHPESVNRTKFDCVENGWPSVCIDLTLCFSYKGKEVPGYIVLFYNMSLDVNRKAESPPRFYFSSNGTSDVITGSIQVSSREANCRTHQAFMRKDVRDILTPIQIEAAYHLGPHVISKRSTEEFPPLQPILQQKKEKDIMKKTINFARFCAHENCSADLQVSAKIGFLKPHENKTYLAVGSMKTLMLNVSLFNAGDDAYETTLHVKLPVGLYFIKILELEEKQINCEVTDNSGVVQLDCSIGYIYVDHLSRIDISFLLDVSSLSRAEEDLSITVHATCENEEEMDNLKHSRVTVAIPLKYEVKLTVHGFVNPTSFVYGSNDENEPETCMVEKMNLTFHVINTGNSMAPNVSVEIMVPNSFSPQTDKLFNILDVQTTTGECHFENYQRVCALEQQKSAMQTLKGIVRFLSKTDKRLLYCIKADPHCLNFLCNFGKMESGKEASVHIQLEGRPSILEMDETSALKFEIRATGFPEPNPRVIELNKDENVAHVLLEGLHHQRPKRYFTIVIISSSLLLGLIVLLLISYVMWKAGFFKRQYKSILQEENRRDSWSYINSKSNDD
AGP1-GFP MLPCN – modulators of AGP1-GFP expression in yeast TOR pathway, primary screen, cell-based, multiplex flow cytometry, S. cerevisiae, MLPCN library. 3 h; GFP as percent of DMSO wells. GFP response vs DMSO, % at 10 µM. actives 0.02% (n = 320,000);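 active means GFP response relative to DMSO above a set limit, near screen average plus 3 SD, cut at about 150% in these data; inconclusive means fewer than 70 cells counted for the yeast strain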;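 further: median GFP channel fluorescence of the gated AGP1 strain per well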
LAP4-GFP MLPCN – modulators of LAP4-GFP expression in yeast, primary screen, S. cerevisiae, multiplex flow cytometry, MLPCN library; AID 2023, 2009; 3 h; median GFP as percent of DMSO wells; actives 0.34% (n = 320,000); GFP response vs DMSO, % at 10 µM;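 active means GFP response vs DMSO above a set limit, about the screen mean plus 3 SD, cut at about 150% in these data; inconclusive means under 70 cell events counted for the yeast strain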
RPL19A TOR yeast – RPL19A-GFP expression modulators in yeast, primary screen, cell-based, S. cerevisiae, multiplex flow cytometry, MLPCN; percent response vs DMSO, % at 10 µM; AID 2025, 2009; actives 0.3% (n = 330,000); S. cerevisiae RPL19A-GFP strain, 3 h; active compounds read low;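 active means percent response vs DMSO below 50%; inconclusive means fewer than 70 events counted for the yeast strain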;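 further: median channel GFP fluorescence of the barcoded RPL19A-GFP strain; ratio of sample median GFP to plate DMSO average so 100% = DMSO; lower means less RPL19A-GFP as with rapamycin TOR inhibition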
CIT2-GFP yeast – modulators of CIT2-GFP expression in yeast, primary screen, S. cerevisiae, GFP fusion, multiplex flow cytometry, MLPCN library | S. cerevisiae CIT2-GFP strain, 3 h; 100 means same as DMSO wells | GFP response vs DMSO, % at 10 µM | actives 0.065% (n = 320,000);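 active means GFP response relative to DMSO above a set limit, near the screen mean plus 3 SD, cut at about 150% in these data; inconclusive means Fewer than 70 cells measured for a yeast strain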;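 further: ratio of well median GFP fluorescence to mean of DMSO wells on the plate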
Yeast superoxide – reduction of superoxide in aged yeast, primary screen, HTS | S. cerevisiae aged cells, superoxide DHE fluorescence; active compounds read low | superoxide response (% of plate mean), % at 10 µM | actives 0.18% (n = 330,000);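 active means superoxide response under a set limit, about three screen SD below normal, cut at about 65% in these data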;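 further: yeast aged for seven days with compound at 30 °C before DHE staining; 100% = average MFI of all compound-treated wells on the plate with controls excluded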
MEP2-GFP yeast – modulators of MEP2-GFP levels in yeast, primary screen, S. cerevisiae, multiplex flow cytometry, MLPCN library. S. cerevisiae MEP2-GFP strain, 3 h; 100% = DMSO control level. GFP response vs DMSO, % at 10 µM. actives 0.51% (n = 330,000). AID 2016, 2009;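 active means GFP response versus DMSO above a set limit, roughly screen mean plus 3 SD, cut at about 180% in these data; inconclusive means fewer than 70 cells counted for a yeast strain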;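 further: median GFP fluorescence of the barcode-gated MEP2-GFP cells per well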
An asterisk follows results filed as active; ? = inconclusive; / = not tested or not shown; & = joins results of further samples; ! = not confirmed by another sample; [ ] = another dose, or the depositor's remark.

SMILES	GRK2 inh	VLA-4 inh	AGP1-GFP MLPCN	LAP4-GFP MLPCN	RPL19A TOR yeast	CIT2-GFP yeast	Yeast superoxide	MEP2-GFP yeast
COc1ccccc1C(=O)NC(=S)Nc1cccnc1Cl	2	5	98	109	100	97	103	107
N/C(=N\OC(=O)COc1ccc(Br)cc1)c1cccnc1	6	-6	88	98	92	85	108	93
CCN(CC)CCCNC(=S)N(CCO)Cc1cc2cc3c(cc2[nH]c1=O)OCO3	2	3	109	105	109	112	101	118
CC1CN(C(=O)/C=C/c2cccc([N+](=O)[O-])c2)CC(C)O1 (stereo not drawn)	0	-3	99	99	105	111	94	108
OC[C@@H](O)[C@@H](O)[C@H](O)[C@H](O)CO	3	-5	86	101	97	79	97	101
Cc1ccc(C)c(OCCC(=O)NNC(=O)c2ccccc2F)c1	1	8	90	97	87	81	120	92
COc1cc(C(C)=O)ccc1OCC(=O)NCC1(N2CCCCC2)CCCCC1	0	-1	104	103	102	94	72	105
COc1cc(C2C(C#N)=C(N)N(N(C)C)C3=C2C(=O)CCC3)cc(OC)c1OC (stereo not drawn)	0	6	109	106	102	108	85	94
Cc1nc(C)c(C(=O)Nc2cccc(C)c2C)s1	0	3	98	97	100	101	87	108
O=C(CC(O)CCc1ccccc1)c1ccc(O)cc1 (stereo not drawn)	0	20	112	110	112	112	113	106
COc1ccc(-n2nnnc2SCC(=O)Nc2ccccc2N2CCOCC2)cc1OC	0	3	109	102	108	103	87	107
Cc1ccc(S(=O)(=O)Nc2cccc(/C=C/C(=O)O)c2)cc1	1	6	101	96	97	99	98	100

Structures shown so far containing a halogen:
SMILES	GRK2 inh	VLA-4 inh	AGP1-GFP MLPCN	LAP4-GFP MLPCN	RPL19A TOR yeast	CIT2-GFP yeast	Yeast superoxide	MEP2-GFP yeast
COc1ccccc1C(=O)NC(=S)Nc1cccnc1Cl	2	5	98	109	100	97	103	107
N/C(=N\OC(=O)COc1ccc(Br)cc1)c1cccnc1	6	-6	88	98	92	85	108	93
Cc1ccc(C)c(OCCC(=O)NNC(=O)c2ccccc2F)c1	1	8	90	97	87	81	120	92

Following part:
SMILES	GRK2 inh	VLA-4 inh	AGP1-GFP MLPCN	LAP4-GFP MLPCN	RPL19A TOR yeast	CIT2-GFP yeast	Yeast superoxide	MEP2-GFP yeast
O=C(NCCO)c1cc2c([nH]c3ccccc32)c(-c2ccc(F)cc2)n1	1	19	95	104	102	93	99	108
Cc1ccc(N2CC(C(=O)Nc3nnc(SCC(=O)NCC4CCCO4)s3)CC2=O)cc1C (stereo not drawn)	0	7	101	89	104	103	103	93
C[C@H](NC(=O)c1nc[nH]c1C(=O)NCCCCCNC(=O)OC(C)(C)C)C(=O)OC(C)(C)C	0	27	101	91	99	98	96	102
COc1ccc(-c2cc(C(=O)NC(C)c3ccccn3)c3ccccc3n2)cc1OC (stereo not drawn)	0	9	105	103	100	101	83	104
CC(=O)N(C)c1ccc(OCC(O)CN(Cc2ccco2)S(=O)(=O)c2ccc(C)cc2)cc1 (stereo not drawn)	2	-5	93	/	92	98	82	101
Cc1cccc(CNCc2ccccc2)c1	0	1	96	92	101	96	78	98
O=C(COc1ccc(F)cc1Cl)Nc1ccc(N2CCOCC2)cc1N1CCOCC1	0	-8	88	95	94	80	91	96
Cc1ccc(COCC(CC(C)C)N2CCN(C(=O)c3cccc(C(F)(F)F)c3)CCC2=O)cc1 (stereo not drawn)	0	3	86	124	101	74	98	89
Cc1ccc(S(=O)(=O)N2CCc3cc4c(cc3C2C)OCCCO4)cc1 (stereo not drawn)	0	11	91	93	99	88	103	102
CC(Cc1n[nH]c(=S)o1)c1ccccc1 (stereo not drawn)	1	11	107	97	108	116	103	116
Cc1[nH]c2ccccc2c1C(=O)COc1ccccc1F	0	5	113	114	96	101	111	99
Clc1cccc(C2Nc3cccc4cccc(c34)N2)c1	0	6	95	92	103	87	92	98
COc1ccc(/C=C/c2ccncc2)cc1OC	1	-7	100	98	98	110	98	105
O=C(NC1CCC(=O)N(CCOc2ccccc2)CC1)OCc1ccccc1 (stereo not drawn)	0	0	90	105	99	96	99	89
CCN(CC)S(=O)(=O)c1cccc(C(=O)N[C@@H](C)c2nc3ccccc3[nH]2)c1	0	-8	104	89	102	109	105	107
COc1ccc(CC(C)NS(=O)(=O)c2ccc3c(c2)CCN3S(C)(=O)=O)cc1OC (stereo not drawn)	1	-4	91	99	100	97	115	104
CC(NC(=O)COc1ccc(-c2nnco2)cc1)c1ccc(Cl)cc1Cl (stereo not drawn)	3	7	104	108	115	106	107	109
CC(=O)N(c1ccccc1)c1ccc([N+](=O)[O-])cc1[N+](=O)[O-]	1	-1	98	93	103	98	110	106
COc1cccc2c3c(c(=O)[nH]c12)CCC(C)(C)O3	0	-4	93	97	96	90	97	100
CCCC(=O)OCC(=O)NCc1ccc(Cl)cc1	0	9	111	114	103	104	106	103
O=C(O)c1c2c(nc3ccccc13)-c1ccccc1CC2	2	12	108	105	102	112	100	109
CCNC(=S)N(CCc1c(C)[nH]c2ccc(OC)cc12)Cc1cccnc1	2	2	100	94	104	99	99	101
CC(=O)c1cc2c(cc1N(C(=O)Cn1nnc3ccccc31)C(C(=O)NCCC(C)C)c1cccnc1)OCO2 (stereo not drawn)	3	12	108	105	99	105	101	99
Nc1nc(SCC(=O)Nc2c(Br)cc([N+](=O)[O-])cc2Br)n[nH]1	2	-2	94	90	98	91	120	94
Cc1ccc(CN2CCC(n3nccc3NC(=O)CCCc3ccccc3)CC2)o1	0	-3	105	109	112	105	102	109
O=C(c1ccco1)N(CCCN1CCOCC1)c1nc(-c2ccc(Cl)cc2)cs1	2	14	97	110	98	105	92	103
Cc1noc(C)c1NC(=O)N(C)C[C@@H]1Oc2ccc(NC(=O)C3CCCCC3)cc2C(=O)N([C@@H](C)CO)C[C@H]1C	0	-20	91	95	98	90	109	95
COC(=O)N/N=C\c1ccc(OC(=O)c2ccco2)cc1	0	5	100	105	94	92	93	96
O=C(CCNC(=O)c1ccccc1Cl)Nc1nc(-c2ccccc2Cl)cs1	0	-3	99	93	104	99	97	99
O=C(CCCN1C(=O)C(c2ccccc2)Oc2cccnc21)Nc1cccc(F)c1 (stereo not drawn)	3	7	105	100	96	103	85	115
CCOC(=O)N1CCN(C(=O)c2ccc(Cn3c(=S)[nH]c4cc(C(=O)OC)ccc4c3=O)cc2)CC1	1	11	33	97	105	109	126	106
CC(C)c1ccc(NC(=S)NNC(=O)c2cccs2)cc1	3	-27	89	79	86	86	98	78
CCOC(=O)C(CCCCC(NC(C)=O)(C(=O)OCC)C(=O)OCC)(NC(C)=O)C(=O)OCC	0	4	123	121	99	108	108	101
CC(C)CN(CC(C)C)c1ccc(/C=N/n2cnnc2)cc1[N+](=O)[O-]	2	-15	92	101	97	95	100	110
CC(C1CC2CCC1C2)N1CC(O)=C(c2nc3ccccc3[nH]2)C1=N (stereo not drawn)	0	-24	104	107	103	107	99	100
COC(=O)c1ccc(CNC(=O)C2CCC(=O)N(Cc3ccccn3)C2)cc1 (stereo not drawn)	0	-121	109	96	102	101	101	101
CCC1CCCCN1CCCNC(=O)Cn1nc(C)n2nc(-c3ccccc3)cc2c1=O (stereo not drawn)	0	24	102	115	103	105	105	109
CCc1ccc(CN(C)Cc2nc(Cc3ccc(OC)c(OC)c3)no2)nc1	4	7	102	103	100	101	98	97
Cc1ccc(S(=O)(=O)NC23CC4CC(CC(C4)C2)C3)cc1	0	2	89	108	95	88	132	92
COCCCNC(=O)CS(=O)Cc1nc(-c2ccccc2C)oc1C (stereo not drawn)	6	-2	97	104	96	98	98	107
CC(=O)Nc1ccc(NC(=O)CCc2ccc(C)o2)cc1	0	10	100	98	101	105	86	105
O=[N+]([O-])c1ccccc1Nc1ccc(O)cc1	5	9	91	110	95	95	95	95
CC(=O)COc1ccc2c(-c3cccc([N+](=O)[O-])c3)cc(=O)oc2c1	0	-6	91	90	92	91	102	96
COc1cc(-c2nn3c(-c4cccnc4)nnc3s2)cc(OC)c1OC	0	-3	100	102	98	107	88	100
Cc1ccc(-c2nc(C3CCCN(S(=O)(=O)c4ccc(C(F)(F)F)cc4)C3)no2)cc1 (stereo not drawn)	0	-5	93	91	91	92	94	97
CCCCCCc1cc2cc(C(=O)Nc3ccccc3OC)c(=O)oc2cc1O	0	-7	97	89	100	98	117	103
CCc1ccc(CN(C)C(=O)c2ccc3c(c2)OCCO3)cc1	3	8	82	72	92	88	81	88
CCOc1ccc2[nH]c(C)cc(=O)c2c1	1	1	107	103	101	105	76	101
CCOc1ccc(NC(=O)CSc2nc(=O)n(Cc3ccccn3)c3c2CCC3)cc1	1	-7	113	105	105	112	92	103
CCCn1cc(S(=O)(=O)CC(=O)Nc2ccc(OCC)cc2)c2ccccc21	0	2	24[may fluoresce violet]	88[may fluoresce violet]	59[may fluoresce violet]	?	90	506*[may fluoresce violet]
Cc1ccc(S(=O)(=O)N2CCN(C(=O)N3CCOCC3)CC2)cc1C	/	11	97	91	103	108	106	104
CCN(CC(=O)Nc1ccc(NC(C)=O)cc1)C(=O)c1sc2nc3n(c(=O)c2c1C)CCC3	0	13	97	101	93	88	87	93
CN(Cc1cnc2nc(N)nc(N)c2n1)c1ccc(C(=O)N[C@@H](CCC(=O)O)C(=O)O)cc1	1&3	55*!	97&93	233*	84&82	58&58	108&103	90&91
O=C(CN1C(=O)C2C3C=CC(C3)C2C1=O)Nc1ccc2nccnc2c1 (stereo not drawn)	0	4	102	99	101	105	92	101
COc1ccc(CCNC(=O)CSc2nc(N)cc(=O)[nH]2)cc1OC	2	8	104	109	104	104	100	102
COc1ccc(C)cc1NC(=O)CSc1nnc(-c2ccc(C)cc2)o1	5	-15	103	104	101	99	94	103
CC1(NC(=O)CN2CCN(c3cnn(-c4ccccc4)c(=O)c3Cl)CC2)CCS(=O)(=O)C1 (stereo not drawn)	0	-11	94	95	94	96	86	93
COc1ccc(OC)c(-c2cc(C(=O)Nc3c(C)nn(Cc4ccc(Cl)cc4)c3C)no2)c1	0	3	92	98	94	97	114	98
COC(=O)c1ccccc1NC(=O)COC(=O)c1ccco1	0	8	104	109	101	93	113	113
CC(C)(C)OC(=O)CC[C@@H](C(=O)N1CCN(C(=O)OC(C)(C)C)CC1)n1cc(C(CO)NC(=O)OC(C)(C)C)nn1 (stereo partly drawn)	3	-7	101	94	99	98	101	102

(listing goes on)
SMILES	GRK2 inh	VLA-4 inh	AGP1-GFP MLPCN	LAP4-GFP MLPCN	RPL19A TOR yeast	CIT2-GFP yeast	Yeast superoxide	MEP2-GFP yeast
COc1ccc(-c2cc([C@H]3[C@H]4C=CC[C@@H](C)[C@@H]4C(=O)N3Cc3ccccc3)ccc2F)cc1	2	-6	108	96	103	101	102	104
CC(Oc1ccccc1)C(=O)NNS(=O)(=O)c1ccc([N+](=O)[O-])cc1 (stereo not drawn)	1	-22	92	96	96	93	107	101
CSc1ccc2c(c1)C(N1CCN(C)CC1)Cc1ccc(F)cc1S2 (stereo not drawn)	0	-1	100	112	97	98	98	110
CN(C)CCCNC(=O)/C=C/c1ccc2c(c1)OCO2	0	0	108	100	100	103	88	103
Clc1ccc(CCNc2nc3ccccc3n3nnnc23)cc1	2	-28	98	102	96	99	105	99
CC1CC(C)CN(Cc2nc(N)nc(Nc3ccc4ccccc4c3)n2)C1 (stereo not drawn)	0	-16	102	106	99	97	82	107
